# Source: PubChem BioAssay (several laboratories)
# OPRM1-OPRD1 inv – inverse agonists of MOR-DOR heterodimerization, primary screen, cell-based, luminescence | inhibition, % at 9.3 µM | hit rate 0.21% among 340,000 | cell-based MOR-DOR heterodimer luminescence, inverse agonism | Mu-type opioid receptor (Homo sapiens) + Delta-type opioid receptor (Homo sapiens), …; in the data active means inhibition above about 22%, passing the limit was not always enough;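 further: 0% = cells with DMSO and 100% = wells without cells with DMSO; values of inactives mirror those of a sister screen read the other way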
# Target sequence (P35372 whole entry, looked up): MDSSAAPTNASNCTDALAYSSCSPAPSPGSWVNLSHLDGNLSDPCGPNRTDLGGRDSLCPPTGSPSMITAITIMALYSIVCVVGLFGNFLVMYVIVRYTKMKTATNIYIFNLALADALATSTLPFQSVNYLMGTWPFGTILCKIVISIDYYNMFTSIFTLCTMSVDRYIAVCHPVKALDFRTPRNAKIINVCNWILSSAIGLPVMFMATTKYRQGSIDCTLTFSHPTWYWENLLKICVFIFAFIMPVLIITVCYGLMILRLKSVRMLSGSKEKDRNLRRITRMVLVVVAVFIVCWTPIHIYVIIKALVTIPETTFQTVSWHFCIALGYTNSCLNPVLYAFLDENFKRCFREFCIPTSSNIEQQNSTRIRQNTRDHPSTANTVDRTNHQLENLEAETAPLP
# Target sequence (P41143 whole entry, looked up): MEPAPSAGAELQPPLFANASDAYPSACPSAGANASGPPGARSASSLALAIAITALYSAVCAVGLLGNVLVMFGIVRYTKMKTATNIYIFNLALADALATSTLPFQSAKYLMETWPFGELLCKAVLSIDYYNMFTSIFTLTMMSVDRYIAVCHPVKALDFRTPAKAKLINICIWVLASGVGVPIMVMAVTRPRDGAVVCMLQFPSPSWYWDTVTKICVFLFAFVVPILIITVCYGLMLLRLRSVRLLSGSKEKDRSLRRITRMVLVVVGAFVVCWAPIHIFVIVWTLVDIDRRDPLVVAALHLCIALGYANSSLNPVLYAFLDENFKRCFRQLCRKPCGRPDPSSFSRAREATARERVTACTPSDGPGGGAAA
# PKA-R1A activ – activators of PKA-R1A holoenzyme, primary screen, biochemical, fluorescence polarization, Cy5-IP20, bovine R1A, mouse PKAc. cAMP-dependent protein kinase type I-alpha regulatory subunit (Bos taurus) + …. PKA-R1A dissociation; scaled: DMSO 0%, 113 µM cGMP 100%. activation, % at 11.4 µM. hit rate 0.083% among 340,000. AID 504707, 2011;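 active means percent activation above the mean of all tested compounds plus 3 SD, cut at about 19% in these data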;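 further: higher means more PKAc released from R1A so a rise in polarization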
# Tat export inh – E. coli Tat export inhibitors, primary screen, MC4100, TorA-mCherry reporter, fluorescence, single point; AID 488895, 2010; inhibition, % at 10 µM; hit rate 0.036% among 340,000;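 active means mean replicate inhibition at least 50% and at least half of replicates individually reaching 50%; inconclusive means only one of the two criteria met; inactive means neither criterion met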;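 further: exported cargo escapes ClpAP degradation while cytoplasmic cargo is degraded and loses fluorescence; 0% = median of neutral control wells and 100% = median of NaSCN control wells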
# Mot1-301 SUMO – yeast Mot1-301 growth rescue at high temperature, primary screen, SUMOylation pathway inhibitor project, S. cerevisiae, ATP luminescence, 38.5C. hit rate 1% among 320,000. growth rescue, % at 18.8 µM. S. cerevisiae Mot1-301 growth rescue; percent above DMSO median, 100 means doubled. AID 2716, 2010;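 active means every valid replicate shows activation above 250% relative to neutral control wells; inactive means the rest, any valid replicate at or below 250%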;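 further: OY570 slx delta 5 strain wells were the positive control but not used for scaling; some compounds called inactive have numbers as strong as hits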
# MOR-DOR ag – agonists of OPRM1-OPRD1 heterodimerization, primary screen, cell-based, luminescence; activation, % at 9.3 µM; cells; hit rate 0.3% among 340,000; Mu-type opioid receptor (Homo sapiens) + Delta-type opioid receptor (Homo sapiens), …; in the data active means activation above about 18%;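 further: 0% = vehicle-treated cells and 100% = reference agonist; values of inactives mirror those of a sister screen read the other way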
# Ecoli viability – E. coli V3065 growth inhibition, primary screen, counter-screen for AddAB inhibitor project, absorbance, OD600; 18 h; inhibition, % at 11.9 µM; hit rate 0.27% among 330,000; AID 449728, 2010;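 active means inhibition above the campaign's mean inhibition across all tested compounds plus 3 SD, cut at about 9.9% in these data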;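 further: uninfected addAB+ strain grown without phage in ampicillin broth; 0% = DMSO wells and 100% = ciprofloxacin 0.95 µg/ml wells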
# phage Ecoli inh – growth loss of phage-infected E. coli, primary screen, RecBCD inhibitor project, absorbance, with phage, HTS. inhibition, % at 11.9 µM. hit rate 0.26% among 360,000; in the data active means inhibition above about 11%
# PfHsp90 set2 – growth inhibition of PfHsp90-expressing yeast, primary screen, antimalarial PfHsp90 inhibitor project, S. cerevisiae, BacTiter-Glo luminescence, single point, set 2 | inhibition, % at 9.4 µM | AID 504621, 2011 | BacTiter-Glo ATP, 48 h; yeast lacking PDR1 and PDR3 efflux regulators | hit rate 0.32% among 310,000;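 active means every replicate shows inhibition above about 80%, whatever the replicate mean, limit read from the data; inconclusive means mean inhibition reaches the set limit but some replicate falls short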;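 further: 0% = DMSO neutral controls and 100% = 20 µM radicicol positive controls; yeast relying on Plasmodium falciparum Hsp90 in place of its own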
# Arr AP2 block – inhibitors of beta-arrestin/AP2 binding, primary screen, biochemical, GPCR trafficking, flow cytometry; beta-arrestin 1 C-terminal peptide binding to AP2 beta2-adaptin appendage (human); FITC-arrestin peptide / GST-AP2 beads; AP2 beta2 appendage carries R879A mutation; inhibition, % at 10 µM; hit rate 0.31% among 340,000; AID 504490, 2011;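 active means inhibition above a set limit, near 3 SD of compounds lacking own fluorescence, cut at about 54% in these data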;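 further: plate controls were DMSO wells for no effect and 5 µM unlabelled arrestin peptide for full effect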
#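 Material – AP2 appendage R879A on GSH beads · Buffer or medium – PBS with 0.05% Tween 20 and 0.1% BSA · Probe or stimulus – fluorescein-tagged arrestin peptide at 50 nM final · Incubation – compound with beads 12 min RT, then probe 1 h RT · Detection – high-throughput flow cytometry of beads, ex 488, em 535 nm · Evaluation – percent response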
# Pemphigus Ab inh – inhibitors of pemphigus antibody binding to DSG3, primary screen, biochemical, bead-based, flow cytometry, scFv-GFP. DSG3-coupled beads, scFv-anti-DSG3-GFP binding; active compounds read low. binding (percent of control), % at 10 µM. hit rate 0.48% among 310,000;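 active means binding more than 3 SD below its plate's average and above zero; inconclusive means below that plate limit but binding exactly zero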;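 further: hits lower antibody fragment binding to DSG3; some compounds called inactive have numbers as strong as hits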
# AddAB inh – growth inhibition of E. coli expressing H. pylori AddAB, primary screen, AddAB inhibitor project, absorbance; inhibition, % at 11.9 µM; hit rate 0.29% among 330,000; in the data active means inhibition above about 12%;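 further: 0% = vehicle wells of infected cells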
# The depositor's hits bear a star; ? = inconclusive; · = no result given.
SMILES,OPRM1-OPRD1 inv,PKA-R1A activ,Tat export inh,Mot1-301 SUMO,MOR-DOR ag,Ecoli viability,phage Ecoli inh,PfHsp90 set2,Arr AP2 block,Pemphigus Ab inh,AddAB inh
O=C(CCN1C(=O)c2cccc3cccc(c23)C1=O)Nc1ccon1,5,3,-3,-6,-1.0,-2.4,1.1,-30,3,100,1.0
O=C(Nc1ccc(S(=O)(=O)N2CCOCC2)cc1)c1cc([N+](=O)[O-])ccc1Cl,-18,-11,7,5,3.6,1.2,-0.8,20,6,110,-2.9
COc1ccc(CNC(=O)C(=O)NCCCn2ccnc2)cc1,-9,0,4,-11,1.8,1.3,1.9,·,-4,113,1.4
Cc1cc(C)nc(SCCN2CCOCC2)n1,7,-12,-6,3,-1.2,2.2,2.5,5,-4,103,-0.5
Cn1c(=O)c2c(nc(Oc3ccccc3)n2C)n(C)c1=O,4,-2,-9,126,-0.7,0.4,1.6,-15,2,105,-1.0
O=[N+]([O-])c1cccnc1N1CCC(c2cc(-c3ccc(Cl)cc3)n[nH]2)CC1,2,-14,6,-20,-0.3,0.6,0.8,57,-4,·,-0.1
Cc1nc(C)c(C(=O)NNC(=O)Nc2ccc(Cl)cc2)s1,·,·,-4,-1,·,0.5,3.5,-2,-8,94,1.9
Cc1ccc(OCc2nnc(SCC(=O)Nc3cc(C)on3)n2C)cc1,5,9,-4,28,-0.9,-0.3,0.7,-22,-27,99,0.1
O=C(Nc1cccc(S(=O)(=O)NC2=NCCC2)c1)c1ccc(OC(F)F)cc1,7,-9,-9,·,-1.6,1.4,2.4,·,-15,104,0.9
Nn1c(Cc2ccccc2F)nnc1SCn1nnc2ccccc2c1=O,10,0,-4,-7,-1.8,0.0,2.5,1,-4,101,1.8
COc1ccc(-c2ccc(=O)n(CC(=O)Nc3cccc(O)c3)n2)cc1OC,12,-2,-4,-6,-2.4,-3.0,1.3,4,-10,99,5.1
O=C(OCCN1C(=O)c2ccccc2C1=O)c1cccc(OC(F)F)c1,12,-6,6,-15,-2.9,0.1,-0.9,-5,-2,110,2.9
CNC(=S)N/N=C/c1ccccc1Cl,15,-13,-1,-9,-3.0,0.3,2.4,-8,6,·,3.4
COc1ccc(C(CNC(=O)c2ccc(OCc3c(C)noc3C)cc2)N2CCCC2)cc1 (stereo unspecified),10,0,-3,-14,-2.4,-3.7,-2.4,-31,-6,160,-2.3
COC(=O)c1cn(C(=O)c2ccc(OC)c(OC)c2)c2ccccc12,6,-10,8,-7,-1.4,-0.9,3.3,6,-3,105,3.1
CC(NC(=O)Cn1cnnn1)c1cccc(C(F)(F)F)c1 (stereo unspecified),-17,9,4,-8,2.1,0.6,1.4,14,25,102,2.4
CCOCCn1c2ccccc2c2nc3ccccc3nc21,3,5,6,-24,-0.7,-1.7,3.5,-20,4,88,0.8
CN1C/C(=C\c2ccc(N3CCOCC3)cc2)C(=O)/C(=C/c2ccc(N3CCOCC3)cc2)C1,14,7,1,35,-2.5,-2.3,2.0,12,-7,136,-0.2
Cc1ccc(S(=O)(=O)N2CCOC23CCN(C(=O)C(=O)NCCC(C)C)CC3)cc1,10,8,2,-27,-1.6,1.8,2.4,·,-9,100,1.8
c1cncc(CNc2ncnc3ccc(-c4ccc5c(c4)OCCO5)cc23)c1,16,-9,-4,-16,-2.8,0.3,3.0,21,-3,100,3.2
CC(C)Cc1nc(SCC(=O)NCc2ccccc2)n[nH]1,15,6,11,6,-3.3,-2.0,1.5,5,-7,101,1.6
CCN(CC(=O)Nc1cccc(F)c1)CC(=O)Nc1ccccc1OC,14,7,0,-13,-3.1,1.0,-1.7,10,-10,115,1.3
O=C(COc1ccccc1)NCC(=O)N/N=C/c1cc(Br)ccc1OCc1ccccc1,-10,-1,8,155,1.9,2.3,2.3,-18,20,81,3.4
CC1CCC2(CC1)NC(=O)N(CC(=O)N1CCN(c3ccccc3)CC1)C2=O (stereo unspecified),7,-3,9,-5,-1.6,-1.1,-0.6,32,-2,110,-2.3
COc1ccc(C2N(c3cc(Cl)ccc3OC)C(=O)C3CCCN32)c(OC)c1 (stereo unspecified),8,-12,-23,-17,-1.5,0.2,2.1,-28,-3,107,2.5

# The list continues.
SMILES,OPRM1-OPRD1 inv,PKA-R1A activ,Tat export inh,Mot1-301 SUMO,MOR-DOR ag,Ecoli viability,phage Ecoli inh,PfHsp90 set2,Arr AP2 block,Pemphigus Ab inh,AddAB inh
COc1ccc(C(=O)CSc2ncn[nH]2)cc1OC,10,5,21,-31,-1.7,-1.1,-0.2,-21,-4,112,2.4
Cc1cccnc1NC(=S)NC(=O)c1cncc(Br)c1,16,-7,1,95,-3.2,-1.4,2.1,·,3,99,0.8
Cc1cccc(C(CC(=O)N2CCCC2)c2ccccc2)c1O (stereo unspecified),11,-2,-3,1,-2.0,-0.1,3.2,-8,20,96,4.1
COc1ccc(/C=N/NC(=S)Nc2ccccc2)cc1COc1ccc(F)cc1,26,-5,-5,-8,-4.9,2.2,1.8,-16,26,131,3.4
COCCn1nnnc1CN1CCOCC1,11,-16,-6,44,-1.9,0.4,-0.2,-10,-3,102,1.3
COc1cccc(NC(=O)CCC2CCN(C(=O)c3cccc(NC(C)=O)c3)CC2)c1,0,7,-5,-8,0.0,0.7,1.8,-1,-3,113,1.9
Cc1ccc(/C=N/NC(=O)Cc2c(F)cccc2Cl)s1,14,0,-1,-4,-2.6,2.0,3.2,-11,23,·,1.8
O=C(O)c1ccc(NC2=C(N3CCOCC3)C(=O)c3ccccc3C2=O)cc1,-12,-1,?,40,2.4,-0.1,-1.5,-10,19,90,2.1
O=C(NC(=S)NCc1ccccc1Cl)c1cccs1,-36,-7,-4,22,7.2,3.7,0.1,2,12,94,2.1
Cc1ccc(S(=O)(=O)NNC(=O)c2ccncc2)cc1[N+](=O)[O-],10,-9,4,-5,-2.0,1.0,2.1,-3,-16,105,2.0
CC(C)OC(=O)CC(=O)CSc1nc2c(cc1C#N)CCCCCC2,-14,2,-1,·,2.6,3.2,4.8,21,20,101,5.0
Cc1ccc2c(C)c(C(=O)N(Cc3ccncc3)CC3CCCO3)oc2c1C (stereo unspecified),7,5,18,180,-1.7,-1.2,0.4,-23,-1,·,0.0
Cc1ccc(Nc2ccc(-n3ccnc3)nn2)cc1C,13,-9,9,-12,-2.4,2.0,2.4,15,3,115,-0.3
Cc1cc(NC(=O)COC(=O)c2cnccn2)ccc1Br,15,-7,-10,19,-2.9,-4.5,7.7,-1,-2,98,0.2
Cn1nnc2c[n+](CC(=O)c3ccc4ccccc4c3)cc(Br)c21,-8,2,-6,-24,1.6,1.8,5.0,-10,8,108,2.7
CCOc1ccc(CCNC(=O)COC(=O)Cn2cnc3c2c(=O)n(C)c(=O)n3C)cc1OCC,15,2,5,-6,-2.8,-2.1,2.0,-33,-6,91,4.9
c1ccc(Cc2c[nH]c3ccccc23)cc1,-27,-9,-7,57,5.5,1.6,0.4,4,-5,95,4.6
CC(=O)Nc1cccc(NC(=O)CSc2ccc(-c3ccco3)nn2)c1,15,6,-9,-9,-2.9,-0.2,-1.6,0,-7,102,-1.2
CCOC(=O)N1CC=C2C(C#N)=C(N)C(C#N)(C#N)[C@H](c3cccs3)[C@H]2C1,22,3,2,-7,-4.2,-4.3,·,-31,3,104,-2.3
NC(=O)CN1CCN(Cc2ccc3c(c2)OCO3)CC1,6,0,-2,11,-1.2,-3.2,2.9,12,51,115,2.1
CN(C)c1ccc(CN2CCCC(O)C2)cc1 (stereo unspecified),7,5,0,-20,-1.3,-0.7,1.9,-5,10,101,0.7
OCCNCC(O)Cn1ccc2ccccc21 (stereo unspecified),4,-7,1,0,-0.7,-1.7,2.5,-32,2,·,2.9
Cc1ccc(C(=O)Nc2cnc3ccccc3c2)cc1,1,5,-2,-15,-0.1,1.9,2.9,10,16,108,-0.6
O=C(NCc1cccnc1)c1ccc(S(=O)(=O)N2CCCCC2)cc1,9,-2,0,-11,-1.5,1.7,-1.1,12,-8,102,0.3
COc1ccccc1-c1nc(SC)n[nH]1,12,7,0,0,-2.4,0.9,5.0,-29,4,104,3.0

# Next records:
SMILES,OPRM1-OPRD1 inv,PKA-R1A activ,Tat export inh,Mot1-301 SUMO,MOR-DOR ag,Ecoli viability,phage Ecoli inh,PfHsp90 set2,Arr AP2 block,Pemphigus Ab inh,AddAB inh
CCCN(CC(=O)Nc1ccccc1OC)C(=O)CCC(=O)c1ccc(OCC)cc1,-5,-5,-3,-1,1.1,-0.7,0.6,-2,-1,102,1.2
Cc1ccccc1-c1cc(C(=O)NCc2cccc(C(F)(F)F)c2)nn1CC1CC(c2cccc([N+](=O)[O-])c2)=NO1 (stereo unspecified),5,-1,1,4,-1.0,0.2,0.6,-2,-3,92,0.5
CC(=O)Nc1ccc(S(=O)(=O)NCc2ccc(C(=O)NCc3ccc(Cl)cc3)cc2)cc1,5,7,-3,-25,-0.9,0.1,3.8,23,-9,90,2.5
Cc1cccc(OCc2ccccc2)n1,8,-1,12,·,-1.6,·,2.6,-5,-5,118,·
Cc1cc(OC(C)C(=O)N2C[C@H]3C[C@@H](C2)c2cccc(=O)n2C3)c2c(C)c(C)c(=O)oc2c1 (stereo partly specified),4,1,2,-11,-0.8,-2.7,1.9,18,-2,101,1.0
CCOC(=O)c1c(NC(=O)CN(C)C2CCN(C)CC2)sc(C(=O)Nc2ccccc2)c1C,13,-3,-3,17,-2.5,-0.6,-1.9,2,8,105,-0.2
NCCNc1ccc([N+](=O)[O-])c(NC2CC2)c1,12,-4,-3,0,-2.3,1.2,2.7,-1,·,103,3.7
CCOCCCNC(=O)C(c1ccc(OC)cc1)N(Cc1ccc2c(c1)OCO2)C(=O)CNC(C)=O (stereo unspecified),11,-5,-6,442*,-2.2,-0.9,2.4,18,-2,·,-0.1
COc1cccc(N2CCN(c3c(C#N)c(C(F)(F)F)nn3C)CC2)c1,-10,1,9,·,1.7,2.6,2.9,5,20,107,4.5
